ERK EGF block = inhibitors of EGF-stimulated ERK signaling pathway. HEK293-V1b, EGF-stimulated phospho-ERK AlphaScreen. Potency, µM (highest dose often 11.5 µM), without a hit: at the top dose activity change, negative = inhibition, usual class: inhibitors. 130,000 compounds, 0.41% hits. AID 1454; active = well fitted inhibition curve with a large enough effect; inconclusive = small, poorly fitted or top-dose-only effect, or effect the other way;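 also: plate controls were stimulated vehicle wells for no effect and unstimulated vehicle basal for full effect; nearly all actives have a fitted effect of over 55% in size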
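Compounds are titrated over HEK293-V1b cells kept overnight in 1% FBS. After 30 min at 37C, EGF (25 nM final) triggers ERK phosphorylation for 5 min, measured by AlphaScreen in lysates.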
Starred values were filed as active, the others as inactive; ? = inconclusive; [ ] = remark or other dose. Potency is read from the fitted curve at half-maximal effect. Not all compounds are listed; the hit share may differ from the screen's.

SMILES	ERK EGF block
COC(=O)[C@@H]1C(c2c(OC)cc(OC)cc2OC)=NO[C@H]1C(=O)OC	25.2%
C/C(Cc1ccccc1)=N\NC(=O)CNC(=O)c1ccccc1Cl	-14.1%[57.5 µM]
COc1ccc(CCn2c(C)cc(C(=O)CCl)c2C)cc1OC	-6.7%
Cc1ccc(S(=O)(=O)N2CCCCC2)cc1NC(=O)Cc1c[nH]c2ccccc12	-1.9%
Cc1cc(C=O)c(C)n1-c1ccc(N2CCOCC2)c([N+](=O)[O-])c1	8.3%
Cc1cc(N2CCN(C)CC2)nc2ccc(NC(=S)N3CCOCC3)cc12	-9.6%
CC(=O)N1CCC2(CC1)CN(c1ccccc1)C2	-10.6%
S=C(NCc1ccco1)Nc1cccc(Cl)c1Cl	9.1%[57.5 µM]
Cc1ccc(NC(=O)c2cc(-c3ccco3)nc3ccccc23)cc1S(=O)(=O)N1CCOCC1	0.2%
CC1=C/C(=N\NC(=S)NCc2ccccc2)CC1	-1.6%
COc1cccc(OC)c1C(=O)Nc1cccc(-c2nc3ccccc3[nH]2)c1	4.5%
CN(c1ccccc1C(=O)NC1CC2CCC1C2)S(=O)(=O)c1ccccc1 (configuration not stated)	12.5%
Cn1c(CN2CCN(C(=O)c3ccccc3Cl)CC2)nc2cc([N+](=O)[O-])ccc21	2.6%
CCOC(=O)N1CCN(C(=O)c2ccc3c(SCC(=O)O)c4c(nc3c2)CCCC4)CC1	-3.0%
Cc1cc(Oc2ccc(=O)[nH]n2)nc(Cl)n1	-15.6%[57.5 µM]
Cc1c(Cc2ccc3c(c2)OCO3)sc(NC(=O)c2ccccc2)c1C(N)=O	3.5%
CCO[C@H]1OC(C(=O)NCc2nc3ccccc3[nH]2)=C[C@@H](c2csc3ccccc23)[C@@H]1CCCO	-13.4%[57.5 µM]
OC(CCN1CCCC1)(c1ccccc1)C1CCCCC1 (configuration not stated)	0.0%[57.5 µM]
COc1ccc(Nc2nnc(-c3ccccc3)c3ccccc23)cc1C(=O)N1CCCCC1	8.4%
CN1C(C(=O)NCc2ccc(OC(F)(F)F)cc2)CC2Cn3c(nc4ccccc43)C21 (configuration not stated)	-15.3%[57.5 µM]
COCCCNc1c2c(nc3nnnn13)CCCC2	-1.8%
COC(=O)c1[nH]c2ccc(F)cc2c1NC(=O)C1=COCCO1	-9.8%[57.5 µM]
O=C(COC(=O)c1ccc2[nH]c3c(c2c1)CCCC3)Nc1ccccc1Cl	-18.6%
CCOC(=O)N1CCC(N(CCN(C)C)C(=S)Nc2cc(Cl)cc(Cl)c2)CC1	-6.5%
Cc1nc(-c2ccccc2)sc1-c1ccnn1C	-4.6%
CCOc1ccc(-c2cc(C(=O)O)c3ccccc3n2)c(OCC)c1	-6.4%
Cn1c(NC(=O)c2ccc(S(=O)(=O)N3CCOCC3)cc2)cc(=O)n(C)c1=O	0.3%
O=C(O)COc1ccccc1/C=N/Nc1ccc(S(=O)(=O)N2CCOCC2)cc1[N+](=O)[O-]	0.7%
N/C(=N\OC(=O)c1ccccc1Cl)c1cccnc1	4.5%
CNc1nc(SC)nc2ccccc12	-3.6%
COc1ccc(S(=O)(=O)NCC(c2cccnc2)N2CCN(c3ccc(F)cc3)CC2)cc1C (configuration not stated)	6.9%
CCOC(=O)C1(C)NC(c2ccco2)C2C(=O)N(CC)C(=O)C21 (configuration not stated)	4.4%
CCOc1cccc(C(=O)NC(=S)NCc2cccnc2)c1	-4.2%
O=C(CCC(=O)c1cccs1)NCc1cccnc1	-2.4%
Cc1ccc(Nc2nnc(SCC(=O)Nc3ncc(C(F)(F)F)cc3Cl)s2)cc1	-24.0%
Cc1ccc(NC(=O)CSc2nnc(Cc3ccccc3)o2)cc1	6.9%
O=C(NCc1cccs1)c1ccc([N+](=O)[O-])cc1Cl	16.3%
CCC1S/C(=N/N=C/c2ccco2)N(c2ccc(F)cc2)C1=O (configuration not stated)	-2.0%
Cc1cccc(C)c1NC(=O)Cn1nnnc1N	-4.8%
Cc1cccc2c(N=Nc3ccc(S(=O)(=O)Nc4cccc(Cl)c4)cc3[N+](=O)[O-])c(O)[nH]c12	?
N=c1c(C(=O)NCc2ccc(F)cc2)cc2c(=O)n3ccccc3nc2n1Cc1ccco1	12.5%
Cc1cccc(OCC(=O)Nc2cccc(C(=O)NCC(C)C)c2)c1	9.6%
Cc1ccc(/C=C/C(=O)c2ccc(C)cc2)cc1	4.2%
Cc1ccc(C(=O)N/N=C\c2ccc([N+](=O)[O-])s2)cn1	10.1%
CCN(CC)S(=O)(=O)c1ccc(C)c(NC(=O)CN2CCN(C)CC2)c1	-6.7%[57.5 µM]
Cc1ccn(CCC(=O)N2CCCC(CCC(=O)NCc3ccc(F)c(F)c3)C2)n1 (configuration not stated)	?
Cc1ccc(-n2c(C)nc3ncnc(-c4ccccc4)c32)cc1	5.8%
COc1ccc(OC)c(/C=N/Nc2nncn2/N=C/c2cc(OC)ccc2OC)c1	-4.9%
O=C(O)COc1ccccc1/C=C1\SC(=O)N(Cc2ccc(F)cc2)C1=O	1.6%
CC(=O)N/C(=C\c1ccccc1)C(=O)NCc1ccc2c(c1)OCO2	-2.3%
Next part.
SMILES	ERK EGF block
O=C(NC(c1ccccc1)C(Cl)Cl)c1ccccc1 (configuration not stated)	-1.8%
O=C(CNC(=O)c1ccc(F)cc1)N/N=C/c1cn[nH]c1-c1ccccc1	-4.0%
COc1ccc(OC)c(NC(=O)c2ccc3nc(-c4ccccc4)c(-c4ccccc4)nc3c2)c1	-2.7%
COc1ccc(CCN2C(=O)CC(N3CCN(S(=O)(=O)c4ccccc4)CC3)C2=O)cc1OC (configuration not stated)	-1.1%
O=C(C(=C1NCCN1)n1cncn1)c1ccccc1	10.9%
Cc1[nH]n(-c2ccccc2)c(=O)c1C=Nc1cccc2cccnc12	2.7%
COc1ccc(/C=C(\C#N)c2n[nH]c(Cn3cncn3)n2)cc1	-8.1%
COc1ccc(/C=N/NC(=O)c2cccc(C(F)(F)F)c2)cc1	10.7%
C=CCn1c(SCC(=O)N2c3ccccc3Sc3ccccc32)nnc1-c1ccco1	-2.3%[57.5 µM]
COc1cc(CN2CCCC(CO)(Cc3ccccc3C)C2)cc2c1OCO2 (configuration not stated)	-5.3%
Cn1c(=O)cnc2cnc(Oc3ccccc3)nc21	6.1%
COc1ccc2c(c1)CC/C2=N\OC(=O)c1ccccc1C	0.6%
O=C1Nc2ccccc2N(O)N1c1ccc(Cl)cc1	-3.9%
Cc1cc(C)nc(SCc2ccc(C(=O)NNC(=O)Nc3cccc(Cl)c3)cc2)n1	-3.7%
COC(=O)N=Nc1c(O)[nH]c2ccc(Br)cc12	-13.3%[57.5 µM]
N#CC(C#N)=C1C=CC=CN1/C(=C\c1ccco1)C(=O)c1ccccc1	14.1µM*
COc1ccc(C(=O)Oc2cc(C)[nH]c(=O)c2[N+](=O)[O-])cc1	-0.5%
NC(=NCCc1ccc(Cl)cc1)NS(=O)(=O)c1ccc(F)cc1	-1.8%
O=C(NCc1cccnc1)C(=O)Nc1ccc2c(c1)OCO2	2.9%
COc1ccc(C(=O)N=C2CCC(C#N)=C3c4cc(OC)c(OC)cc4CCN23)cc1	4.0%
COCCn1c(SCC(=O)Nc2ccccc2)nc2c(oc3ccccc32)c1=O	-8.2%
NCCSc1c(-c2ccccc2)[nH]c2ccccc12	5.5%[57.5 µM]
O=C1CCCN1C(=O)CCC(=O)N1CCCC1=O	-4.9%[57.5 µM]
NNC(=O)c1ccccc1OCc1ccccc1	-11.1%[57.5 µM]
CCc1ccc(N2C(=O)CC(NNc3nc4ccccc4s3)C2=O)cc1 (configuration not stated)	-10.6%
CCCn1ncc(CN2CCC(N3CCC(C(=O)N4CCOCC4)CC3)CC2)c1C	2.4%
CCOC(=O)c1ccc(NC(=O)N2CCN(Cc3ccccc3)CC2)cc1	?
COc1cc(CC(=O)OCC(=O)N2CC(=O)Nc3ccccc32)cc(OC)c1OC	6.2%
COc1ccc(CCN2C(=O)/C(=C\c3ccco3)SC2=S)cc1OC	?
O=C(NNc1nc(-c2ccc(Cl)cc2)cs1)c1ccco1	7.6%
CCOC(=O)C(C(=O)OCC)C(Nc1ccccc1)c1ccccc1 (configuration not stated)	-3.0%
COC(=O)[C@@]1(Cc2ccc(F)cc2)[C@H]2c3cc(C(=O)N4CCCC4)n(Cc4ccc(OC(F)(F)F)cc4)c3C[C@H]2CN1C(=O)c1ccccc1	-1.9%
O=C1COc2ccc(S(=O)(=O)Nc3ccc4c(c3)OCO4)cc2N1	-2.6%
COc1cc(C2CC(=O)N(c3ccc(C)cc3)C(=O)C2)cc(OC)c1OC	3.8%[57.5 µM]
O=c1oc2ccc(Br)cc2cc1S(=O)(=O)c1ccc(F)cc1	5.3%
COc1ccc(CCNC(=O)C2CCC(=O)N2CCc2ccccc2)cc1OC (configuration not stated)	-4.2%
N#CCCn1cc(/C=N/NC(N)=S)c(-c2ccccc2)n1	-2.2%
CCOc1ccc2[nH]c(=O)c(CN(CCN3CCCC3)C(=S)Nc3ccccc3OCC)cc2c1	7.9%
O=C(COC(=O)c1cc[n+]([O-])cc1)NCCc1ccc(Cl)cc1Cl	-5.5%
COc1ccccc1NS(=O)(=O)c1ccc(O)c(C(=O)OCc2cccc([N+](=O)[O-])c2)c1	-3.7%
Clc1ccc(-c2csc(N/N=C/c3ccco3)n2)cc1	?
CC(NC(=O)c1ccccc1Cl)c1nnc(SCC(=O)Nc2ccc(C(=O)O)cc2)n1C (configuration not stated)	6.4%
Cc1[nH]c(-c2ccccn2)nc(=S)c1Cl	-12.3%[57.5 µM]
Cc1cc(C)cc(OCC(=O)Nc2ccc(CN3CCCCC3)cc2)c1	-4.9%
CC1=C(C(=O)OC(C)C)C(c2cncc(-c3ccc(F)cc3)c2)C(C#N)=C(N)O1 (configuration not stated)	9.8%
O=C(Nc1ccc(-c2nc3cccnc3s2)cc1)C1CCCO1 (configuration not stated)	-4.7%
CCCCC(=O)NC(=S)NNC(=O)CCc1ccccc1	1.9%[57.5 µM]
N#Cc1c(-c2ccccc2F)cc(C2CC2)nc1SCC(=O)c1cccs1	6.0%
Cc1cccc(NC(=S)N2CCn3cccc3C2c2cccnc2)c1 (configuration not stated)	3.2%
CC(NCc1ccccc1)c1ccccc1O (configuration not stated)	-1.0%[57.5 µM]

Next section; it opens with the 2 that closed the last part.
SMILES	ERK EGF block
Cc1cccc(NC(=S)N2CCn3cccc3C2c2cccnc2)c1 (configuration not stated)	3.2%
CC(NCc1ccccc1)c1ccccc1O (configuration not stated)	-1.0%[57.5 µM]
COc1ccc(CC(=O)OC(C)CN2CCCCC2)cc1 (configuration not stated)	-4.6%
COc1cnc(-c2ccccc2)[nH]c1=O	0.7%
C=CCNc1nc(N)c(C(=C(C#N)C#N)c2ccc(Br)cc2)s1	2.5%
CC(C)(C)C(=O)OCc1nc(-c2ccc(F)cc2)cs1	1.5%[57.5 µM]
COc1c(O)c(O)cc2c1oc1c3cc(C)ccc3oc(=O)c21	3.7%
CSCCC1NC2(C(=O)Nc3ccc(Cl)cc32)[C@@H]2C(=O)N(C3CCCC3)C(=O)[C@H]12 (some centres not stated)	-14.2%[57.5 µM]
Oc1cc2c(cc1C(c1ccc(Br)cc1)N1CCCC1)OCO2 (configuration not stated)	4.4%
CC(c1nccs1)N(C)c1nc2nonc2nc1NC1CC1 (configuration not stated)	2.3%
Cc1csc(C(=O)NN)c1N(C)C	-0.3%[57.5 µM]
COc1cccc(/C=N/NC(=O)C(=O)N/N=C/c2cccc(OC)c2O)c1O	-3.5%

Part of the list above in order of count of non-hydrogen atoms, highest first:
SMILES	ERK EGF block
CCOc1ccc2[nH]c(=O)c(CN(CCN3CCCC3)C(=S)Nc3ccccc3OCC)cc2c1	7.9%
COc1ccccc1NS(=O)(=O)c1ccc(O)c(C(=O)OCc2cccc([N+](=O)[O-])c2)c1	-3.7%
CC1=C(C(=O)OC(C)C)C(c2cncc(-c3ccc(F)cc3)c2)C(C#N)=C(N)O1 (configuration not stated)	9.8%
COc1cccc(/C=N/NC(=O)C(=O)N/N=C/c2cccc(OC)c2O)c1O	-3.5%
N#Cc1c(-c2ccccc2F)cc(C2CC2)nc1SCC(=O)c1cccs1	6.0%
Cc1cc(C)cc(OCC(=O)Nc2ccc(CN3CCCCC3)cc2)c1	-4.9%
Cc1cccc(NC(=S)N2CCn3cccc3C2c2cccnc2)c1 (configuration not stated)	3.2%
O=C(COC(=O)c1cc[n+]([O-])cc1)NCCc1ccc(Cl)cc1Cl	-5.5%
O=C(Nc1ccc(-c2nc3cccnc3s2)cc1)C1CCCO1 (configuration not stated)	-4.7%
CC(c1nccs1)N(C)c1nc2nonc2nc1NC1CC1 (configuration not stated)	2.3%
CCCCC(=O)NC(=S)NNC(=O)CCc1ccccc1	1.9%[57.5 µM]
CC(C)(C)C(=O)OCc1nc(-c2ccc(F)cc2)cs1	1.5%[57.5 µM]
CC(NCc1ccccc1)c1ccccc1O (configuration not stated)	-1.0%[57.5 µM]
COc1cnc(-c2ccccc2)[nH]c1=O	0.7%
Cc1csc(C(=O)NN)c1N(C)C	-0.3%[57.5 µM]

Other results.
SMILES	ERK EGF block
CC(Sc1nnc(-c2ccco2)o1)C(=O)NCCC1=CCCCC1 (configuration not stated)	-2.3%
O=C(Nc1ccc(CN2CCS(=O)(=O)CC2)cc1)c1ccc(C(F)(F)F)cc1	20.5%[57.5 µM]
O=C(CCC(=O)c1ccc(F)cc1)Nc1cccnc1	4.4%
CCOC(=O)C1(Cc2ccc(Cl)cc2)CCN(C(=O)CCc2cnccn2)CC1	-23.7%
CC(=O)OC1c2c(ccc3ccc(=O)oc23)OC(C)(C)C1OC(=O)CC(C)C (configuration not stated)	?

Assay outcomes as filed in PubChem BioAssay.
